Compound activity (PubChem)
m-calpain inh: calpain II (pig) inhibition; purified calpain II, fluorogenic peptide substrate, 30 min; inhibition, % at 16 µM; 220,000 compounds, 0.37% hits; AID 1236;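 active = inhibition above about 50%, limit read from the data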
EBV gp42 block: inhibitors of Epstein-Barr virus glycoprotein 42 | Q1HVG2 | Fluorescence polarization binding assay, mP read-out | inhibition, % (tested at 21.74 µM) | 220,000 compounds, 0.42% hits; in the data active = inhibition above about 50%
Target sequence (Q1HVG2 whole entry, looked up): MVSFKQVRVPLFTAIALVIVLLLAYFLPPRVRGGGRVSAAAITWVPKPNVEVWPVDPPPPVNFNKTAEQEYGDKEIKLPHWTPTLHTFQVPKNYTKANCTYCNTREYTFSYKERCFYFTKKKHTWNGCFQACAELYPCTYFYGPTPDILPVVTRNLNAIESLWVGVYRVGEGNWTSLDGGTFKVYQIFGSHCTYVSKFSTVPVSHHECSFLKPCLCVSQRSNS
KCC2 mod: modulators of human KCC2 chloride dependent transport; Q9H2X9; 190,000 compounds, 2.2% hits; B-score of Tl+ flux slope (higher = more flux/activation; lower = inhibition) at 10 µM; KCC2 cells, thallium flux FluoZin-2 fluorescence;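 active = thallium flux slope and its plate-corrected score both differing from the plate sample mean at a set confidence after two filtering rounds, in either direction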;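 also: slope of fluorescence scaled to starting intensity during 10 to 20 s after thallium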
PERK inhibitor: human PERK inhibition, primary cell-based screen. Q9NZJ5. CHO PERK-DD fusion, SEAP luminescence translation reporter. 220,000 compounds, 0.17% hits. AID 1416. inhibition, % at 5.6 µM;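 active = inhibition above the mean inhibition of all tested compounds plus 3 SD, set separately per screening campaign, cut at about 2.9% in these data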;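 also: PERK kinase domain activated by AP20187 dimerizer at 100 nM; 0% = DMSO with dimerizer and 100% = rapamycin at 8.4 µM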
Mdm2 ligase inh: blocks human Mdm2 ubiquitin ligase activity; cell-based MDM2 ubiquitination luciferase reporter, 2 h; 0 = plate control, 100 = twice control, blank-subtracted; signal enhancement, % at 5 µM; 210,000 compounds, 0.11% hits; Q00987; AID 1230;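 active = signal enhancement of 30% or more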;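 also: luminescence tracks abundance of the self-degrading MDM2-luciferase fusion protein; higher signal means inhibition of MDM2 E3 ligase activity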
Target sequence (Q00987 whole entry, looked up, the tested form may be a part): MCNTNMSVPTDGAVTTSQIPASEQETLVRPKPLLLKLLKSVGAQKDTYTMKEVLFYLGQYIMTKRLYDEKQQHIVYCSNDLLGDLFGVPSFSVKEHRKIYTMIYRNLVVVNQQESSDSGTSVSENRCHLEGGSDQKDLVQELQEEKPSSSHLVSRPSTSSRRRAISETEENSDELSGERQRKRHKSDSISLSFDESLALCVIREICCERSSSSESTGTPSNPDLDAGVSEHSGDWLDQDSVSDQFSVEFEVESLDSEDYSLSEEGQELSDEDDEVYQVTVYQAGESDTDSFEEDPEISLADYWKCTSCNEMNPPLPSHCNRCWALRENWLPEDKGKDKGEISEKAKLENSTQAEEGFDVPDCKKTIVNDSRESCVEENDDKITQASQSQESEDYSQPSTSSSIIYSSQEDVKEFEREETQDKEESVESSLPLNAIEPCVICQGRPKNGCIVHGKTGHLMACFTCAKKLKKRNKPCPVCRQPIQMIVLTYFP
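Test system: mammalian cells stably expressing self-ubiquitinating, self-degrading MDM2 E3–luciferase fusion; Amount: 2000 cells in each well; Medium: DMEM; Schedule: 4 h settle plus 2 h compound, 37 °C; Technique: SteadyLite luciferase luminescence after 15 min room-temperature reagent incubation; Benchmarks: plate control and blank wells.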
L929 necroptosis: blocks zVAD induced death of L929 cells; 220,000 compounds, 0.38% hits; L929 zVAD necroptosis rescue, ATP luminescence, 24 h; with zVAD 60 µM; AID 1377; viability rescue, % at 10 µM;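 active = activation, scaled between plate controls, above about 75%, limit read from the data; inactive = activation under that limit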;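 also: 0% = zVAD with DMSO and 100% = DMSO alone without zVAD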
eIF4E-4G inh: inhibitors of eIF4E and eIF4G interaction in translation initiation | P63073+Q04637 | TR-FRET eIF4E-eIF4GI(517-606) binding, 2 h | inhibition, % at 21.7 µM | 220,000 compounds, 0.37% hits | AID 782;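 active = inhibition above about 30%, limit read from the data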;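 also: 0% = full FRET control wells and 100% = background wells lacking eIF4GI fragment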
Rad51 HR inh: Rad51 (human) homologous recombination inhibition; Q06609; hRad51 DNA strand exchange, fluorescence dequenching; inhibition, % at 10 µM; 200,000 compounds, 0.085% hits; AID 1385;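 active = inhibition above 40% at the single screening dose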;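 also: 0% = DMSO control wells and 100% = blanks with heterologous ssDNA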
Target sequence (Q06609 whole entry, looked up): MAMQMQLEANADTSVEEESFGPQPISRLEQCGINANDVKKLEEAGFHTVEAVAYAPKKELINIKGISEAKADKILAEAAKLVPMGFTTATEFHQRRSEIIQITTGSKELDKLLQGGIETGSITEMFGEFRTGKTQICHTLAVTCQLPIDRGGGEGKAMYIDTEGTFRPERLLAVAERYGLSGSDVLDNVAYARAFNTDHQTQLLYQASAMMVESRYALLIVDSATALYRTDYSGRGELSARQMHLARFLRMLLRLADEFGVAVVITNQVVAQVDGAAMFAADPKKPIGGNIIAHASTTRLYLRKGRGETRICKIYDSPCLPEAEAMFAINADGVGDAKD
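Material: human Rad51–ssDNA filaments; Probe or stimulus: labelled 47-mer dsDNA for strand exchange; Doses: single 10 µM dose; Incubation: 37 °C 15-min filament assembly, 30-min compound preincubation, 15-min exchange; Technique: FRET fluorescence dequenching, excitation 485 nm, emission 520 nm; Measure: Fluorescence-based percent inhibition, control- and blank-normalised; Benchmarks: plate control and blank wells.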
TNF necrop inh: blocks TNF-alpha induced death of Jurkat FADD-/- cells. Jurkat FADD-/- TNF necroptosis rescue, ATP luminescence, 24 h; 0 = TNF only, 100 = no-TNF cells. activation (protection from cell death), % at 10 µM. 220,000 compounds, 0.068% hits;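 active = activation, meaning protection from cell death, of at least 50% relative to plate controls; inactive = activation below 50%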;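 also: necroptosis triggered by 40 ng/mL TNF-alpha added together with compound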
* hit, by the source's call; / = no result given; [ ] = remark or other dose.

SMILES	m-calpain inh	EBV gp42 block	KCC2 mod	PERK inhibitor	Mdm2 ligase inh	L929 necroptosis	eIF4E-4G inh	Rad51 HR inh	TNF necrop inh
CCCCOc1ccc(CN=C(N)N)cc1Cl	-3	-6	0.098	-0.2	-18	0.4	-2	1	-3.9
O=C(c1ccccc1)c1cc2ccc(O)cc2oc1=O	10	-13	0.028	0.1	-10	0.2	0	4	-5.4
O=C(NCc1ccccc1)c1ccc(-c2ccc(F)cc2)o1	0	-5	-2.4	0.3	-22	0.1	11	7	2.6
C=CCn1c(Oc2cccc(C)c2)nc2c1c(=O)n(C)c(=O)n2C	-7	3	0.075	0.2	-3	0.5	-1	35	-0.5
COc1ccccc1N1CCN(C(c2ccc(F)cc2)c2nnnn2C(C)C)CC1 (stereo unspecified)	2	1	0.0059	-1.2	-2	-0.9	0	-4	2.7
CCOC(=O)Cc1csc(NC(=O)c2cccc(OC)c2)n1	-8	1	0.17	0.1	-8	0.2	-8	-3	-0.8
CC[n+]1c(C)n(-c2ccccc2)c2ccc(NC(C)=O)cc21	-28	-9	0.39	-0.1	-12	0.0	15	10	-4.0
Cc1oncc1C(=S)Nc1ccccc1	21	-3	/	0.6	-32	-0.2	0	0	-0.8
COc1cccc(N2CN(CCc3ccccc3)CNC2=S)c1	-37	-9	1.1	0.5	0	-0.2	-5	12	-2.4
O=C(Cn1ccc(C(F)(F)F)n1)N/N=C/c1cccs1	3	-20	0.053	0.8	-2	0.9	3	3	1.3
NNC(=O)c1ccc(CSc2nc3ccccc3[nH]2)cc1	29	-11	-0.57	0.5	-9	-0.5	3	4	-0.5
Nn1c(SCc2cccc(C(F)(F)F)c2)nnc1-c1ccco1	-18	-6	-0.06	0.4	20	0.2	-8	1	-2.4
CCOC(=O)N1CCN(S(=O)(=O)c2cc3c(cc2C)NC(=O)CO3)CC1	4	23	/	0.0	0	-0.4	-2	0	-0.5
Cc1ccc(C(=O)N/C(N)=N/c2nc3ccccc3o2)cc1	-71	-11	0.018	0.0	-3	-0.4	1	-1	0.1
O=C1NN=C(c2ccc(Cl)cc2)CC1c1cccc(Br)c1 (stereo unspecified)	54*	8	-3.2	0.9	-20	4.3	3	2	1.5
CCCC(=O)n1nc(-c2ccc(C)cc2)nc1NCc1ccco1	-12	0	-1.1	0.6	4	14	-1	23	0.9
COc1ccc(NS(=O)(=O)c2ccc(NC(C)=O)cc2)c(OC)c1	4	-5	-0.0057	0.0	-8	2.1	2	4	-0.7
O=C1NC(c2ccccc2)=NC1(NS(=O)(=O)c1ccc(Cl)cc1)C(F)(F)F (stereo unspecified)	-13	9	1	1.5	-4	1.7	-3	/	1.7
N#CCCCn1c(-c2ccccc2)noc1=O	2	-1	-0.53	1.0	-11	0.2	-11	2	-1.9
Cc1nc(SCc2ccc(F)cc2)c([N+](=O)[O-])[nH]1	5	-14	-4.8*	0.6	31*	1.1	19	-7	0.6
CCCn1nnc(NC(=O)c2ccc(Cl)cc2Cl)n1	-20	-19	/	0.0	-24	1.8	4	6	2.1
CC(=O)Cc1nsc(NC(=O)c2ccc(-c3ccccc3Cl)o2)n1	-6	-19	-0.99	1.0	-20	-0.4	2[fluorescence artefact?]	0	-4.2
CCOC(=O)C1=C(c2ccccc2)N2CCN=C2S1	/	/	1.4	-0.3	/	1.0	/	/	21
Brc1ccc(CSc2ncn[nH]2)cc1	-40	-15	-0.44	-0.7	-6	1.1	-10	1	8.6
COCc1cc(C)nc(OCC(=O)N/N=C/c2ccc(O)cc2)c1C#N	25	1	/	-0.1	9	0.1	4[fluorescence artefact?]	19	1.3

Overlap with the part before: 3 entries; new compounds follow.
SMILES	m-calpain inh	EBV gp42 block	KCC2 mod	PERK inhibitor	Mdm2 ligase inh	L929 necroptosis	eIF4E-4G inh	Rad51 HR inh	TNF necrop inh
CCOC(=O)C1=C(c2ccccc2)N2CCN=C2S1	/	/	1.4	-0.3	/	1.0	/	/	21
Brc1ccc(CSc2ncn[nH]2)cc1	-40	-15	-0.44	-0.7	-6	1.1	-10	1	8.6
COCc1cc(C)nc(OCC(=O)N/N=C/c2ccc(O)cc2)c1C#N	25	1	/	-0.1	9	0.1	4[fluorescence artefact?]	19	1.3
O=C(O)C1CCCCN1S(=O)(=O)c1cccc2nsnc12 (stereo unspecified)	6	-3	-0.99	0.5	-16	0.8	-1	0	1.9
CCCCCCC12CCC(C(=O)O)(CC1)CC2	3	-6	1.3	0.4	-7	-0.9	2	-2	-1.5
CCOc1nc(-c2ccc(C)cc2)ccc1-c1noc(COC)n1	-89	-11	/	-0.6	0	4.0	4	-2	2.4
CCOC(=O)Cc1cc(-c2ccccc2)nc2ccc3ccccc3c12	7	-21	-0.43	0.6	-14	-0.2	-10	/	-2.9
COc1cccc(CNC(=O)C2CCCN(S(=O)(=O)c3c(C)n[nH]c3C)C2)c1 (stereo unspecified)	10	-23	/	-0.4	-4	-0.1	0	5	-1.0
O=C(c1ccccc1)C(C(=O)N1CCc2ccccc2C1)n1ccccc1=O (stereo unspecified)	-8	2	-0.56	0.1	-14	-0.2	10	3	0.4
Cc1cc(C)n(C(=O)CNC(=O)/C=C/c2ccccc2)n1	-29	5	-1.1	0.3	4	3.2	0	2	0.2
Cc1cc([N+](=O)[O-])nn1Cc1ccc(C(=O)N/N=C/c2ccccc2)cc1	-21	5	0.1	-0.2	-7	0.9	3	8	1.9
Cn1c(=O)c2c(SCc3ccccn3)nc(-c3ccccc3)nc2n(C)c1=O	/	/	-0.035	0.6	/	-0.2	/	/	0.5
Cn1c(=O)c2nc(NCc3ccccc3)cnc2n(C)c1=O	-318	20	-0.06	-0.1	-11	0.2	5	/	0.3
O=C1C=C(O)c2cccc(O)c2C1=O	-5	-24	0.0022	/	-21	0.5	-14	0	-5.4
Cc1sc(NC(=O)C2CCCCC2)c(C#N)c1-c1ccccc1	-18	-15	-0.45	-0.3	-11	0.7	1	/	0.4
CC(C)(C)C(=O)NC(=S)Nc1ccc(S(=O)(=O)Nc2nccs2)cc1	20	1	0.018	0.4	-6	3.9	-2	4	0.0
Cc1ccc2c(c1)nnc1nnc(SCC(=O)O)n12	-19	47	-0.029	1.0	1	0.8	-5	4	1.2
Cc1occc1C(=O)Nc1cccc(/C=C/C(=O)O)c1	/	/	-0.2	1.3	/	0.2	/	-1	-2.5
C/C(=N\NC(=O)NC1CCCCC1)c1ccco1	-8	4	1.2	0.9	-25	10	3	13	1.9
O=C(N/N=C/C=C/c1ccc([N+](=O)[O-])cc1)c1cccs1	-11	-51	0.26	-0.6	2	0.2	-16	-14	-1.1
CCOC(=O)Cc1[nH]nc2c1C(c1ccsc1)C(C#N)=C(N)O2 (stereo unspecified)	-18	-1	-0.34	0.0	-12	9.1	0	0	-1.0
COc1ccc(NC(=O)CSCc2ccc(C)cc2)cc1	-2	-5	-0.49	-0.5	-4	0.3	-3	2	9.2
O=C(NCc1ccccc1Cl)c1ccc[nH]1	-21	4	-0.18	-0.3	-4	-0.2	-1	33	2.7
CCCNS(=O)(=O)c1ccc(Oc2ncc(C(F)(F)F)cc2Cl)cc1	6	-11	/	0.8	-3	0.2	-1	-5	-2.2
Cc1ccc(C(=O)NCCCN2CCOCC2)o1	18	-1	0.066	1.2	-28	0.0	3	3	-0.8
O=C(Nc1ccncc1)c1ccc2ccccc2c1	-10	-11	0.29	0.3	11	1.0	0	1	-6.0
COc1ccc(C(=O)NC(C)c2nc3ccccc3n2C)cc1OC (stereo unspecified)	-17	-13	1	-0.6	1	3.6	4	-8	3.1
COC(=O)C1=C(C)N(CCc2ccc(OC)c(OC)c2)C(=O)C1	-47	-2	-0.57	0.4	-14	0.0	-5	-2	-0.3
The listing continues:
SMILES	m-calpain inh	EBV gp42 block	KCC2 mod	PERK inhibitor	Mdm2 ligase inh	L929 necroptosis	eIF4E-4G inh	Rad51 HR inh	TNF necrop inh
CN(C)S(=O)(=O)c1ccc(C(=O)N2CCN=C2SCc2ccccc2)cc1	15	2	0.59	0.3	-26	0.2	3	39	-0.2
CC(C)N(CCNS(=O)(=O)c1ccc(Cl)cc1)C(C)C	-5	-19	0.078	0.6	-14	-0.9	-1[fluorescence artefact?]	1	1.4
CC(C)Cc1cc(C(=O)Nc2cc(Br)ccc2O)no1	-3	-5	-0.067	0.7	-2	1.5	-3	-2	-3.0
Cc1cc(C(=O)OCc2nnc(-c3ccccc3)o2)c(C)n1-c1ccccc1	21	-10	0.35	0.4	-11	1.0	-6	0	-1.6
O=C(CCn1c(=O)oc2ccccc21)NCCN1CCc2ccccc2C1	-7	-6	-0.42	0.0	-1	0.0	-8[fluorescence artefact?]	-4	-0.6
COc1cccc(CC(=O)Nc2ccc(-c3csc(C)n3)cc2)c1	6	-1	-1.4	0.9	1	1.3	-3	6	1.4
Cc1ccc(NS(=O)(=O)c2cccc(C(=O)O)c2)cc1S(=O)(=O)N1CCOCC1	-11	-18	0.45	0.5	-11	1.3	-4	-4	2.7
CCOC(=O)C(CCCCCOc1ccccc1[N+](=O)[O-])C(=O)OCC	2	-9	-3.1	-0.3	6	-0.4	3	5	1.2
Cc1ccc2nc(-c3ccccc3)cc(C(=O)NCCCn3ccnc3)c2c1	-17	-17	/	-0.4	-12	-0.3	-7	-7	-6.6
NS(=O)(=O)c1ccc(NC(=S)N2CCN(c3ccc(Cl)c(Cl)c3)CC2)cc1	-25	-18	1	0.1	-3	0.3	-7	-3	1.1
O=C(C(Cl)Cl)N1CCN(Cc2ccccc2)CC1	4	-1	0.41	1.0	-8	-0.8	9	-7	-1.4
CCOC(=O)c1c(C)nn(-c2ncccc2NC(=O)NC(C)C)c1C	0	-5	-1.1	1.8	-4	0.8	4	-7	5.7
Cc1cc(=O)n(CCCO)c(O)c1C#N	-26	0	-0.073	1.7	3	0.2	4	4	-10
CN(C)c1nnnn1-c1ccc(Oc2ccccc2)cc1	-2	-19	-0.25	0.5	10	-0.3	0	16	-0.9
CC1(C)CC(N2CN(C3CCCCC3)CC2=O)CC(C)(C)N1	6	-9	0.59	0.2	-5	0.2	7	-8	0.6
CN1C(=O)C(CC(=O)NCCc2ccccc2)N(NC(=O)c2ccc(Cl)cc2)C1=S (stereo unspecified)	35	-3	-1.2	-1.0	-13	-0.4	-2	13	0.8
CN(CC(=O)NC(=O)NC(C)(C)C)CC(=O)Nc1ccccc1Cl	10	-11	-0.57	-0.7	-10	1.6	3	2	-0.1
CCN1CCCC1CNC(=O)CCNC(=O)c1cc(OC)c(OC)c(OC)c1 (stereo unspecified)	5	-4	0.63	1.8	3	0.1	5[fluorescence artefact?]	5	0.2
Nn1c(Nc2ccccc2)nc2sc3c(c2c1=O)CCC3	-85	-2	/	0.1	-8	61	4	-1	-0.4
O=[N+]([O-])c1cc(/C=N/Nc2nc(N3CCCCC3)nc(N3CCCCC3)n2)ccc1O	-16	-3	-3.1	0.5	-3	0.8	-1	3	2.2
O=C(/C=C/c1ccc(S(=O)(=O)N2CCOCC2)cc1)N(CCO)Cc1ccccc1	14	-11	0.62	-0.2	-26	0.2	2	/	2.3
